# D3 ag: qHTS of D3 Dopamine Receptor Agonist: qHTS; D3R DiscoveRx beta-arrestin cells, luminescence, 90 min; max activation, %; 410,000 compounds, 0.58% hits; D(3) dopamine receptor (Homo sapiens), P35462; in the data active means max activation above about 30%; further: 0% is about no effect; mostly tested at two doses, the higher about 12 µM
# Target sequence (P35462 whole entry, looked up): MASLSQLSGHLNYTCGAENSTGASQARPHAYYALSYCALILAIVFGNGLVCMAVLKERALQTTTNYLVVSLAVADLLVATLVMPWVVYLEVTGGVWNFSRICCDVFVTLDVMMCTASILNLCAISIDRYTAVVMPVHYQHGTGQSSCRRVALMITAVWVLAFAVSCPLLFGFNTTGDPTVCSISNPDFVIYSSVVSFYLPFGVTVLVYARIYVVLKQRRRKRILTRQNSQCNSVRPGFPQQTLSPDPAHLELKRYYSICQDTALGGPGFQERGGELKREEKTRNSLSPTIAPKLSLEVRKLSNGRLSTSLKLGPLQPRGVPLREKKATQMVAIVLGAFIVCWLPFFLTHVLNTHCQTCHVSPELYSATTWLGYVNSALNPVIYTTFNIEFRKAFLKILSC
#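 Cells at 1500/well, incubated overnight, then treated with pinned compounds (dopamine as control) for 90 min at 37 degrees C. DiscoveRx reagent added for 30 - 60 minutes at room temperature; luminescence read.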
# HT1080-NT tox: qHTS for induction of synthetic lethality in tumor cells producing 2HG: qHTS for the HT-1080-NT fibrosarcoma cell line. HT-1080-NT fibrosarcoma viability, CellTiter-Glo ATP luminescence, 48 h. Potency, µM (highest dose often 46.1 µM), for the others: at the top dose activity, negative = less viability, most hits filed as cytotoxic. 360,000 compounds, 1.6% hits. AID 686970, 2013;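 further: NT is the 2HG producing partner of a matched IDH1 knockdown line; potency means the concentration at half of the fitted maximal effect; 0% = DMSO-treated cells and -100% = media-only wells without cells; nearly all actives have a fitted effect of over 55% in size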
#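 Viability by CellTiter-Glo luminescence after 48 h compound exposure at 37C of HT-1080-NT cells (750/well, RPMI, 5% FBS). % activity scaled between DMSO wells and medium-only wells, then curve-fitted and categorized by curve class.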
# HT1080 IDH1KD tx: qHTS for induction of synthetic lethality in tumor cells producing 2HG: qHTS for the HT-1080-IDH1KD cell line; 360,000 compounds, 2% hits; AID 686971, 2013; Potency, µM (titrated, usually from 46.1 µM), without a hit: top-dose activity, negative = toxicity, actives largely listed as cytotoxic; HT-1080 IDH1 knockdown viability, ATP luminescence, 48 h;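 further: potency means the concentration at half of the fitted maximal effect; 0% = DMSO wells and -100% = cell-free medium wells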
#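 Viability of IDH1-knockdown HT-1080 fibrosarcoma cells was assessed by CellTiter-Glo after 48 h at 37 °C with titrated compound; concentration-effect curves were classified by fit quality and response size.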
# IL1B secr inh: qHTS for Inhibitors of Inflammasome Signaling: IL-1-beta AlphaLISA Primary Screen. THP-1 LPS/ATP IL-1B secretion, AlphaLISA, 16 h; stronger effect = lower value. activity change, % at 57.5 µM. 360,000 compounds, 4.7% hits. AID 743279, 2014; in the data active means activity change below about -50%; inconclusive means mostly about -30% to -49%; further: on the % scale 0 is the no-effect control and ±100 the full control effect
#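 THP-1 cells pretreated 1 hr with compounds (up to 57.5 uM final), then stimulated with LPS (250 ng/mL final) plus ATP (1.25 mM final); secreted IL-1B measured by AlphaLISA after 16 hr, decreased signal indicating inhibition.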
# KB-3-1 cytotox: qHTS assay for MDR1-selective chemotherapeutics: Primary screen using the parental adenocarcinoma cell KB-3-1. KB-3-1 viability, CellTiter-Glo ATP luminescence, 72 h. Potency, µM (doses to about 46.1 µM), for the others: at the highest dose activity change, negative = cytotoxic, actives largely listed as cytotoxic. 400,000 compounds, 1.4% hits; further: potency means the concentration at half of the fitted maximal effect; on the % scale 0 is the no-effect control and ±100 the full control effect; nearly all actives have a fitted effect of over 60% in size
#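 KB-3-1 parental drug-naive adenocarcinoma cells in DMEM/10% FBS, incubated 72 h at 37 C with pin-transferred compounds across a concentration series. Viability by CellTiter-Glo luminescence; concentration-response curves fitted after normalization.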
# KB-V1 cytotox: qHTS assay for MDR1-selective chemotherapeutics: Primary screen using the drug-selected MDR subline cells KB-V1; KB-V1 MDR cells viability, CellTiter-Glo, 72 h; AID 1347076, 2019; 400,000 compounds, 3.4% hits; Potency, µM (highest dose often 46.1 µM), for the others: top-dose activity change, negative = cytotoxicity, most hits filed as cytotoxic; further: potency means the concentration at half of the fitted maximal effect; on the % scale 0 is the no-effect control and ±100 the full control effect; nearly all actives have a fitted effect of over 60% in size
#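 qHTS viability screen in drug-selected KB-V1 MDR cells: 72 h compound treatment at 37 degrees C, ATP luminescence end point.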
# GLP1R cytotox: qHTS of GLP-1 Receptor Inverse Agonists: Cytotox Screen; Potency, µM (titrated, usually from 38.3 µM), without a hit: at the highest dose activity change, negative = inhibition, actives largely listed as inhibitors; HEK293 cAMP-luciferase reporter cells, luminescence, 24 h; 410,000 compounds, 0.13% hits;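 further: loss of luciferase light is scored as toxicity; potency means the concentration at half of the fitted maximal effect; on the % scale 0 is the no-effect control and ±100 the full control effect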
#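 Luminescence readout: signal drop marks cytotoxicity. Plated cells grew 12 h at 37 °C, 5% CO2, received 23 nL compound for 24 h, then got luciferase reagent, read after 12 min at RT.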
# MCF10A rereplic: A quantitative high throughput screen for small molecules that induce DNA re-replication in MCF 10a normal breast cells; 350,000 compounds, 2.9% hits; AID 624296, 2012; MCF 10A DNA re-replication, Hoechst nuclear intensity, 48 h; Potency, µM (titrated, usually from 46.1 µM), inactives show top-dose activity, positive = re-replication, usual class: activators; further: potency means the concentration at half of the fitted maximal effect; % of control where 0% means no effect; nearly all actives have a fitted effect of over 50% in size
# SW480 rereplic: A quantitative high throughput screen for small molecules that induce DNA re-replication in SW480 colon adenocarcinoma cells | SW480 DNA re-replication, Hoechst DNA content imaging, 48 h | Potency, µM (top dose mostly 46.1 µM), inactives show top-dose re-replication activation, usual class: activators | 340,000 compounds, 1.8% hits | AID 624297, 2012; further: potency means the concentration at half of the fitted maximal effect; % of control where 0% means no effect; nearly all actives have a fitted effect of over 55% in size
#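 Per well, 250 cells were exposed to pinned compound for 48 hr. Nuclear DNA was visualised with Hoechst (40 min, 37 C) and total object intensity recorded by fluorescence scanning.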
# * marks the source's active call; other numbers are inactive results; u = inconclusive; x = no result given; & = joins results of further samples; [ ] = remark or other dose. Unless noted, the call rests on the fitted dose curve; in most records, active means well fitted curve in the direction sought with a large enough effect; inconclusive means small, poorly fitted or top-dose-only effect, or another doubt; inactive means no such curve, though single readings can be large; an effect the other way counts as inactive or inconclusive.
SMILES,D3 ag,HT1080-NT tox,HT1080 IDH1KD tx,IL1B secr inh,KB-3-1 cytotox,KB-V1 cytotox,GLP1R cytotox,MCF10A rereplic,SW480 rereplic
Cc1nn(C2CCS(=O)(=O)C2)c(Cl)c1/C=C/C(=O)OCC(=O)Nc1ccccc1OC(F)F (stereo not given),-4,-8%,-4%,-15,12%,-1%,1%,-1%,1%[9.22 µM]
Cc1ccc(-c2nc(CS(=O)(=O)CC(=O)NCc3ccc(Cl)cc3)c(C)o2)cc1,9,x,x,x,u,-10%,-10%,x,x
COCc1cc(C)nc(OCC(=O)N/N=C/c2cccc(OC)c2)c1C#N,-2,2%,0%,4,-3%,17%,-12%,-6%,0%
Cc1ccc(S(=O)(=O)NCCc2nnc3ccc(SCc4ccccc4F)nn23)cc1,9,x,x,x,-1%,-7%,-5%,x,x
Cc1ccc(NC(=O)CSc2nc(C)c(Cc3ccccc3)c(=O)[nH]2)cc1,0&7,-17%,u,-11,11%&-6%,6%&3%,0%[7.66 µM],u,0%
CCOC(=O)C1CCN(C(=O)Cn2c(=O)oc3cc(S(=O)(=O)N4CCCC4)ccc32)CC1,0,-10%,2%,7,0%,25%,3%,-3%,-22%
O=C(NCc1ccccc1Cl)C1CCN(C(=O)c2sccc2-n2cccc2)CC1,0,2%,2%,-20,15%,17%,1%,0%,-16%
CC1CN(C(=S)Nc2ccc(SC(F)F)cc2)CC(C)O1 (stereo not given),-3,10%,2%,-1,0%,10%,5%,0%,-7%
CC1CCCCN1C(=O)COc1ccc(F)cc1 (stereo not given),2,3%,1%,12,23%,0%,0%,13%,-10%
Cc1ccc(C(=O)O/N=C2/CC3CCC2(C)[C@@]3(C)CBr)cc1 (stereo not given in full),-17,u,u,4,-18%,-3%,7%,1%,-4%
COc1ccccc1NC(=O)NC1CCCc2ccccc21 (stereo not given),3,3%,6%,24,7%,18%,2%,0%,21%
COc1ccc(-n2ncc(C(=O)Nc3ccc4c(c3)OCO4)c2C2CCN(C(=O)OC(C)(C)C)CC2)cc1,4,x,x,x,u,-4%,-9%,x,x
CC[n+]1c(/C=C2\C=C(C)CC(C)C2)sc2ccccc21 (stereo not given),-7,u,u,-29,0%,-2%,-26%,23µM*,2%
COc1cc(C2Nc3ccccc3C(=O)N2NS(C)(=O)=O)ccc1O (stereo not given),2,14%,6%,6,1%,28%,4%,2%,-2%
Cc1ccccc1NC(=O)C1CC(=O)N(c2ccc3c4c(cccc24)CC3)C1 (stereo not given),9,7%,0%,-30,16%,-24%,-8%,-3%,2%
Cc1ccc(C(=O)c2c(NC(=O)c3ccccc3C)sc(C)c2C)cc1,-8,-7%,-21%,-3,0%,0%,8%,u,10%
CC(=O)OC[C@H]1O[C@@H](Oc2cc(O)cc3oc(-c4ccc(O)cc4)cc(=O)c23)[C@H](O[C@@H]2O[C@@H](C)[C@H](O)[C@@H](O)[C@H]2O)[C@@H](O)[C@@H]1O,-3,5%,4%,22,0%,19%,17%,-7%,-6%
O=C(NN=Cc1ccccc1O)NN=Cc1ccccc1O,1,8.2µM*,8.2µM*,63,15µM*,u,-12%,u,16µM*
Cc1cccc(N2C(S)=C(C#N)C(=O)NC23CCCCC3)c1,-14,0%,-10%,-78*,-3%,0%,-7%,0%,6%
CCOC(=O)c1ccccc1NC(=O)CN1C(=O)CC(c2ccccc2)Sc2ccccc21 (stereo not given),6,x,x,x,u,12µM*,3%,x,x
Nc1nc(=S)c2ncn(C3CCCC3)c2[nH]1,7,5%,7%,10,19%,-1%,-16%,6%,-2%
CC(=O)Nc1ccc(S(=O)(=O)N2CCN(CCC#N)CC2)cc1,0,7%,3%,8,3%,0%,-18%,1%,-2%
CCN(CC)C(=O)C1=C(C)N(Cc2ccc(OC)cc2)C(=O)C(CC(=O)NCCCN(C)C)C1 (stereo not given),4,11%,8%,13,-2%,9%,3%,x,x
CCCC[C@@H]1CNC(=S)N1CCCC,9,7%,14%,18,-6%,11%,-11%,u,-1%
CCOC(=O)C1CCCN(C/C(O)=C(\C#N)c2nc(-c3ccccc3)cs2)C1 (stereo not given),-12,0%,-5%,21,-4%,-3%,-27%,3%,-2%
# New compounds follow:
SMILES,D3 ag,HT1080-NT tox,HT1080 IDH1KD tx,IL1B secr inh,KB-3-1 cytotox,KB-V1 cytotox,GLP1R cytotox,MCF10A rereplic,SW480 rereplic
O=C(COC(=O)c1ccccc1[N+](=O)[O-])c1ccc(C2CCCCC2)cc1,7,-16%,-22%,31,-5%,1%,-12%,u,2%
CCOC(=O)CC1(C)Oc2ccccc2N1S(=O)(=O)c1ccc(C)cc1 (stereo not given),-11,-10%,-26%,0,9%,-24%,0%,x,x
CCn1c(=O)n(CC)c2cc(N3CCCC3)c(NC(=O)c3ccccc3OC)cc21,3,u,u,-53*,-6%,-18%,-30%,19%,17%
CCc1ccc(NCc2cc3cc4c(cc3n(CC(=O)Nc3cccc(OC)c3)c2=O)OCO4)cc1,-7,x,x,x,-2%,-25%,17%,x,x
CCOC(=O)[C@@H]1[C@H]2COc3ccc(Br)cc3[C@@H]2N2C(=O)N(c3cccc(Cl)c3)C(=O)[C@]12C,-10,-1%,1%,6,0%,-14%,0%,u,u
O=C(NCC(c1ccco1)N1CCc2ccccc21)c1cccc([N+](=O)[O-])c1 (stereo not given),1,-22%,-17%,-4,-3%,u,-5%,u,-1%
CCCCN(CC)CCNC(=O)c1cc2c(=O)[nH]c3ccccc3c2n1C,-15&-17,0%,-1%,-13,-7%&-6%,u,-12%&-1%,27%,u
CS(=O)(=O)c1ccc(C2=C(c3ccccc3)C(=O)OC2)cc1,-21&1,0%,13%,6,0%,-12%,1%,0%&-1%,-12%&-7%
COC(=O)c1ccc(NC(=S)NCC2CC2)cc1,1,0%,1%,0,-21%,-27%,-5%,0%,-15%
Brc1cnc2nc[nH]c2c1,6,13%,4%,9,2%,17%,-3%,1%,-23%
O=C(COC(=O)[C@H](Cc1c[nH]c2ccccc12)NC(=O)c1cccs1)NCc1ccccc1,-13,2%,-7%,21,2%,-8%,16%,u,2%
COc1ccc(C2(CNS(=O)(=O)c3ccccc3)CCOCC2)cc1,3,1%,3%,-2,6%,u,1%,-7%,0%
Cc1sc2ncnc(-n3nnc4ccccc43)c2c1C,-3,-14%,0%,-2,-7%,1%,3%,-3%,-6%
CCOC(=O)c1cc(C)sc1NC(=O)CN1CCN(C(=O)c2ccco2)CC1,-14,-7%,-16%,0,1%,-22%,8%,0%,-1%
CN(C(=O)c1cc(-n2cnnc2)ccc1Cl)c1ccccc1,2,14%,4%,0,8%,-10%,74%[activator],8%,-6%
Cc1cccc(-c2noc(CCC(=O)Nc3ccccc3)n2)c1,-6,-23%,-10%,12,-8%,2%,0%,-6%,-10%
COC(=O)C1(C)NC(c2ccc(F)cc2)C2C(=O)N(c3ccc(C)cc3)C(=O)C21 (stereo not given),-9,0%,3%,13,2%,1%,1%,19%,-47%[inhibitor]
Cc1cccc(OCC(=O)N(Cc2ccco2)c2c(N)n(Cc3ccccc3)c(=O)[nH]c2=O)c1,13,6%[9.24 µM],9%,0,15%,u,-16%,0%,-21%
CCn1c(CCNC(=O)c2ccccc2Cl)n[nH]c1=S,4,11%,4%,26,7%,21%,3%,0%,-1%
CCC(=O)Nc1ccc(Cl)c(NC(=O)c2cccnc2)c1,-22,2%,1%,1,5%,-12%,6%,1%,-5%
CSc1ccccc1NC(=O)CSc1n[nH]c(N)n1,3,-1%,2%,27,1%,-3%,-22%,9%,-1%
COCCn1c(SCC(=O)Nc2sc(C)c(C)c2C#N)nnc1-c1ccc(OC)cc1,6,6%,18%,8,6%,9.2µM*,-16%,13%,-4%
Clc1ccc(Cn2nc(-c3ccccc3)nc2-c2ccccc2)cc1,3,-7%,-1%,-29,6%,-19%,-1%,u,3%
O=C(CN(C(=O)c1ccccc1Cl)N1C(=O)CCCC1=O)c1ccc(Cl)cc1,-14,0%,9%,5,0%,7%,2%,-1%,-6%
CCCN(CCC)Cc1c(C(=O)N/N=C/c2cccs2)nnn1-c1nonc1N,-20,-9%,-5%,-26,0%,-11%,-7%,-10%,3%
COC(=O)c1ccc(C2/C(=C(/O)c3ccc(OC)cc3)C(=O)C(=O)N2CC2CCCO2)cc1 (stereo not given),-2,-6%,6%,-15,6%,1%,10%,-1%,1%
COc1ccc(-c2nnc(SCC(=O)NC(=O)NCc3ccco3)o2)cc1,2,4%,2%,55,18%,5%,-15%,9%,-4%
NC(=O)c1cnn(-c2cccc(Cl)c2)c1N,8,5%,6%,3,3%,15%,-17%,1%,-26%
O=C(Cn1c2c(c(-c3ccccc3Cl)cc1=O)CCC2)NCCCN1CCOCC1,17,7%,-2%,u,3%,-2%,-4%,12%,-6%

# A different layout for three compounds above.
# Order of values: D3 ag, HT1080-NT tox, HT1080 IDH1KD tx, IL1B secr inh, KB-3-1 cytotox, KB-V1 cytotox, GLP1R cytotox, MCF10A rereplic, SW480 rereplic
- COc1ccc(C2(CNS(=O)(=O)c3ccccc3)CCOCC2)cc1
  3, 1%, 3%, -2, 6%, u, 1%, -7%, 0%
- CCOC(=O)c1cc(C)sc1NC(=O)CN1CCN(C(=O)c2ccco2)CC1
  -14, -7%, -16%, 0, 1%, -22%, 8%, 0%, -1%
- O=C(COC(=O)c1ccccc1[N+](=O)[O-])c1ccc(C2CCCCC2)cc1
  7, -16%, -22%, 31, -5%, 1%, -12%, u, 2%
